# OXTR ag: activates the human oxytocin receptor | 320,000 compounds, 0.32% hits | P30559 | CHO-OTR cells, Fluo-8 calcium fluorescence; normalized: DMSO 0%, oxytocin 100% | activation, % at 3 µM;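 active means activation above the mean of all tested compounds plus 3 SD, cutoff set per screening run, cut at about 20% in these data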;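 further: peak over basal fluorescence ratio from a 100 s FLIPR kinetic read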
# CHRM1 antagonist: blocks human M1 muscarinic receptor; 360,000 compounds, 1.3% hits; P11229; CHO-K1 hM1, Fluo-8 calcium fluorescence, ACh EC80 antagonist; inhibition, % at 3 µM;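 active means percent inhibition above its own plate's cutoff, namely the mean of that plate's compound wells plus 3 SD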;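 further: peak over basal fluorescence ratio during 140 s after agonist addition; 0% = ACh EC80 plus DMSO and 100% = DMSO alone without agonist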
# CHO parental Ca: counter-screen for OX1R antagonists: effect in parental CHO cells. inhibition, % at 5.6 µM. parental CHO-K1, ATP-induced calcium, Fluo-8 fluorescence. 330,000 compounds, 0.63% hits;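 active means inhibition above that plate's mean sample inhibition plus 3 SD, cut at about 26% in these data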;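 further: 0% = ATP-challenged DMSO wells and 100% = DMSO wells without ATP; some compounds past the cut are filed as inactive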
#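 material = parental CHO cells | also added = ATP as calcium-mobilizing challenge | dosing = single point at 5.6 µM | detection = intracellular calcium via Fluo-8 no-wash fluorescent dye | read-out = % inhibition | benchmarks = low control ATP plus DMSO, high control DMSO only | repeats = one well per compound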
# CHRM1 PAM: positive allosteric modulators of human M1 muscarinic receptor. CHO-K1 hM1, Fluo-8 calcium fluorescence, ACh EC20; 0% = ACh EC20, 100% = maximal ACh. activation, % at 3 µM. 360,000 compounds, 0.088% hits. AID 588819; in the data active means activation above about 19%, passing the limit was not always enough
# OXTR potentiator: potentiates the human oxytocin receptor response | P30559 | CHO-OTR cells, Fluo-8 calcium fluorescence, potentiator mode; 0% = oxytocin EC15, 100% = EC100 | activation, % at 3 µM | 320,000 compounds, 0.061% hits;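 active means activation above that plate's cutoff, the mean activation of tested compounds plus 3 SD, cut at about 6.6% in these data, passing the limit was not always enough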;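 further: 100% uses oxytocin at 75 nM as the full agonist control; some results filed as inactive read as strong as hits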
#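 Dosing: Single dose, 3.0 µM nominal final compound concentration | Material: Human OTR in CHO cells | Technique: Kinetic Fluo-8 calcium fluorescence | Benchmarks: EC15 oxytocin alone as 0%, 75 nM oxytocin as 100% | Probe or stimulus: Oxytocin at about EC15, sub-maximal agonist stimulus | Incubation: Compound 6 min at room temperature before oxytocin, 100 s read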
# V1aR counter: counter-screen for oxytocin receptor agonists: human V1a receptor agonists; P37288; CHO-V1R cells, Fluo-8 calcium fluorescence, agonist mode; 0% DMSO, 100% 3 nM vasopressin; activation, % at 3 µM; 320,000 compounds, 0.25% hits; AID 2797;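 active means activation above the mean activation of all tested compounds plus 3 SD, per screening run, cut at about 20% in these data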;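 further: signal is peak over basal fluorescence ratio across a 100 second FLIPR read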
# Target sequence (P37288 whole entry, looked up): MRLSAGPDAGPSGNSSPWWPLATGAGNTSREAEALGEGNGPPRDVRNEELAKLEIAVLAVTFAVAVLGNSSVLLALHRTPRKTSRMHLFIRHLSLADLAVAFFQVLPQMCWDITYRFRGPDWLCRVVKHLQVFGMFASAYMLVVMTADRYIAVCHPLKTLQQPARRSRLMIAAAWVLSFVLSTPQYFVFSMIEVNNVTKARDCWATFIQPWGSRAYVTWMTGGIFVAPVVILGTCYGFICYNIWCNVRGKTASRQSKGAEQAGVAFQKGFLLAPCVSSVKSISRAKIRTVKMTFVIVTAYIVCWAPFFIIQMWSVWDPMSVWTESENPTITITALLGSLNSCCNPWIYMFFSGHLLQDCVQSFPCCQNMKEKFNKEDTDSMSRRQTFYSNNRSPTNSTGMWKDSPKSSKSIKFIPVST
# M1 ag: agonists of human M1 muscarinic receptor | P11229 | CHO-K1 hM1, Fluo-8 calcium fluorescence, agonist mode; 0% DMSO, 100% acetylcholine EC100 | activation, % at 3 µM | 360,000 compounds, 0.33% hits;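 active means activation above the run's mean compound activation plus 3 SD, cut at about 16% in these data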;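 further: peak over basal fluorescence ratio within a 140 s kinetic read after compound addition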
# TAAR1 ag: human TAAR1 agonism; Q96RJ0; CHO RD-HGA16 TAAR1, Fluo-8 calcium fluorescence; vehicle wells 0%, saturating PEA agonist 100%; activation, % at 3 µM; 360,000 compounds, 0.99% hits;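 active means activation above the mean activation of all test compounds in the run plus 3 SD, cut at about 38% in these data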
# Target sequence (Q96RJ0 whole entry, looked up): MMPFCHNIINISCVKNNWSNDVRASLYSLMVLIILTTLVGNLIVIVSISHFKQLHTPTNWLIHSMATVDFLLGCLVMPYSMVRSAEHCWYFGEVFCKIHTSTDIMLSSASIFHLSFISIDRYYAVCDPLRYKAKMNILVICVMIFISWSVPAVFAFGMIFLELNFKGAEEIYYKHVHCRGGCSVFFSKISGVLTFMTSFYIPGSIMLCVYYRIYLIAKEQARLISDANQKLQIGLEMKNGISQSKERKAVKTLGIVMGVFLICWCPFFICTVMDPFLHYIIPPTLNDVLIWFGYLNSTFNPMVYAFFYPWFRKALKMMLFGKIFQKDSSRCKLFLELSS
#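 Test system: RD-HGA16 (CHO) cells co-expressing Gα16 and hTAAR1; dosing: one-point dosing at 3 µM (nominal); timing: 17-24 h seeding, 75 min 37 °C dye, 30 min RT; signal: kinetic Fluo-8 calcium fluorescence; read-out basis: % activation relative to PEA EC100 response; controls: DMSO and PEA EC100; replicates: n 1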
# TAAR1 antagonist: antagonists of human TAAR1 | Q96RJ0 | inhibition, % at 3 µM | AID 624466 | 360,000 compounds, 1.5% hits | CHO RD-HGA16 TAAR1, Fluo-8 calcium fluorescence, antagonist;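 active means inhibition above a per-plate cutoff, the mean inhibition of test compounds on that plate plus 3 SD, cut at about 49% in these data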;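 further: 0% = DMSO plus EC80 beta-PEA response and 100% = DMSO alone without agonist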
#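 Test system: hTAAR1-expressing CHO RD-HGA16 cells, Gα16-coupled; Probe or stimulus: EC80 β-phenethylamine stimulus; Compound dosing: single nominal final test compound concentration of 3 µM; Timing: 140 s kinetic read after compound, 140 s after agonist; Signal: Fluo-8 calcium-sensitive fluorescence; Measure: % inhibition of agonist calcium response; Controls: DMSO and EC80 PEA controls.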
# * hit, by the source's call; . = no result given.
molecule,CHRM1 antagonist,OXTR potentiator,CHRM1 PAM,TAAR1 ag,M1 ag,V1aR counter,OXTR ag,TAAR1 antagonist,CHO parental Ca
N#Cc1ccc(-c2ccc(F)cc2)nc1Oc1ccc(F)cc1,-14,-1,8,-1,-7,-1.0,-1.2,-6,1
CCOc1cc(/C=C2\SC(=NC)N(C)C2=O)cc(Cl)c1OC(C)=O,2,-2,5,6,-2,1.1,-1.7,-3,-16
CC1CCN(C(=O)CCc2ccc(S(=O)(=O)NC(C)(C)C)cc2)CC1,-4,1,3,8,-1,0.2,0.2,2,-10
CNc1nc2c(C)cccn2c(=O)c1C=Nc1ccc(OC)cc1,-3,-5,7,0,-3,-1.1,-0.5,-1,-1
COc1ccc(-c2csc(NC(=O)CN3C(=O)NC4(CCCC4)C3=O)n2)c(OC)c1,-19,-3,16,4,8,0.2,1.2,9,-25
CC(=O)N1c2ccc(S(=O)(=O)N3CCC(C(=O)NCc4ccccc4Cl)CC3)cc2CC1C (configuration not stated),10,-10,-3,5,-3,4.3,3.1,-19,-10
Cc1ccc(S(=O)(=O)N2CCOCC2)cc1NC(=O)COC(=O)CCC(=O)c1ccc(F)cc1,-7,.,4,1,0,.,.,-10,.
COc1ccc(C)c2sc(N(CCN(C)C)C(=O)/C=C/c3cccs3)nc12,-2,-12,2,11,-1,12,11,9,-6
COc1ccc(/C=C2\SC(=S)N(C(C)C(=O)NC3C=CS(=O)(=O)C3)C2=O)cc1 (configuration not stated),-17,-18,9,8,-2,2.6,0.8,-26,-8
CC(=O)CSc1nc2cc3c(cc2cc1C#N)OCCO3,-12,-7,16,3,-1,2.9,2.0,-14,6
COc1cccc(/C=N/N2CCN(c3ccc(Cl)cc3)CC2)c1OC,29,-1,-15,0,-6,0.9,0.1,-20,-18
CC1CCN(C(=O)COC(=O)CCC(=O)c2ccc(Cl)cc2)CC1,-7,-7,2,6,-1,8.0,6.6,-5,-6
Cc1ccc(C(=O)Nc2c3c(nn2C(C)(C)C)CS(=O)(=O)C3)cc1C,-14,0,8,3,-4,1.1,0.9,18,-15
CCOc1ccc2nc(C)cc(Nc3ccc4c(c3)OCCO4)c2c1,-1,-10,-7,-2,-7,-1.7,-2.3,0,-19
O=C(NCCS(=O)(=O)NCc1ccc(F)cc1)c1ccccc1,-14,4,10,1,0,-1.2,-1.1,16,-6
Cc1c(NC(=O)CN2C(=O)NC3(CCCC3)C2=O)c(=O)n(-c2ccccc2)n1C,-13,-4,10,0,-3,0.7,1.2,-17,-8
COc1ccc(OC)c(NC(=O)C2C(C(=O)O)C3(Cl)C(Cl)=C(Cl)C2(Cl)C3(Cl)Cl)c1 (configuration not stated),5,-2,-2,9,-5,-0.3,0.2,1,-19
O=C(Nc1ccc2c(c1)OCCO2)C1CCN(C(=O)c2ccc(Br)cc2)CC1,-8,-4,6,3,-5,-0.3,1.2,-3,-17
O=C(Nc1cccc([N+](=O)[O-])c1)N1CCc2ccccc2C1,-6,.,2,13,2,.,.,14,.
COc1ccc(S(=O)(=O)N2CCCC(C(=O)N3CCOCC3)C2)cc1Cl (configuration not stated),-9,3,3,1,-2,4.1,0.5,-12,-16
Brc1ccc(C2=Nn3c(nnc3-c3cccnc3)SC2)s1,-15,-2,0,.,-5,1.2,-2.0,.,-10
COc1ccc(CN(C(=O)c2snc(C(N)=O)c2N)C(C(=O)NC2CCCC2)c2ccc(OC)cc2)cc1 (configuration not stated),3,-8,-5,4,-9,0.5,0.4,21,-11
CCN(CC)S(=O)(=O)c1ccc(C)c(NC(=O)CN(C)C)c1,-6,-16,4,2,-5,-0.6,-0.5,0,-15
Cc1onc(-c2ccccc2Cl)c1C(=O)NCc1nnnn1-c1ccc(F)cc1,-2,-19,8,0,-3,-0.3,-0.6,-8,-27
O=C(C1CCN(S(=O)(=O)N2CCOCC2)CC1)N1CCN(Cc2ccc3c(c2)OCO3)CC1,3,.,1,3,-4,.,.,-4,.

# Continued; it opens with the two that closed the last part.
molecule,CHRM1 antagonist,OXTR potentiator,CHRM1 PAM,TAAR1 ag,M1 ag,V1aR counter,OXTR ag,TAAR1 antagonist,CHO parental Ca
Cc1onc(-c2ccccc2Cl)c1C(=O)NCc1nnnn1-c1ccc(F)cc1,-2,-19,8,0,-3,-0.3,-0.6,-8,-27
O=C(C1CCN(S(=O)(=O)N2CCOCC2)CC1)N1CCN(Cc2ccc3c(c2)OCO3)CC1,3,.,1,3,-4,.,.,-4,.
CC1(C)CC(=O)C=C(c2cc3ccccc3s2)C1,1,-6,0,6,-10,-1.0,-2.2,-6,-19
CCCN=C1N(C)C[C@@H]2[C@@H]3C(=O)N(C)C(=O)[C@@H]3[C@](Cc3ccccc3)(C(=O)OC)N12,-7,.,1,2,-3,.,.,-10,-7
O=C(CNCc1ccccn1)N1CCc2ccccc2C1,2,0,1,47*,-4,0.1,1.2,3,-7
CC1(C)Cc2c(sc3nc(N/N=C/c4ccccc4)[nH]c(=O)c23)CO1,9,-5,-6,5,0,2.0,0.0,-1,-9
CCN(CC(=O)Nc1cccc(OC)c1)CC(=O)Nc1ccc(C)cc1Cl,-20,-6,8,0,-6,-0.6,-1.0,-19,-21
C=CCn1cnnc1SCC(=O)N(C1CCCCC1)C1CCS(=O)(=O)C1 (configuration not stated),-10,1,1,1,0,0.9,1.6,-6,-1
CCOc1ccc(C(CC(=O)O)NC(=O)C(Sc2ccccc2)c2ccccc2)cc1 (configuration not stated),9,-2,1,3,-4,1.2,0.7,-12,-12
CCNC(=O)C1(C)CCCN1C(=O)c1ccc2c(c1)OCO2 (configuration not stated),-8,.,-1,3,-4,.,.,-25,.
Cc1ccc2cc(C)c3nnc(SCc4ccc(C(=O)O)cc4)n3c2c1C,-14,3,10,1,-2,2.5,1.5,-13,2
NC(=O)c1c(NC(=O)C2CCCO2)sc2c1CCC2 (configuration not stated),28,3,-12,8,-8,-0.5,-0.6,-6,-13
CC(C)NCC(O)COCCOc1ccc(C(C)(C)C)cc1 (configuration not stated),-8,-4,11,3,-5,0.6,2.3,-6,-9
COc1cc(NCCCCCCCN)c2ncccc2c1,-1,-5,0,.,-6,2.7,2.1,.,-5
Cc1ccc(-n2nc3c(=O)n(CCCC(=O)N4CCC(C(N)=O)CC4)nc(C)c3c2C)cc1,16,-3,-5,4,-5,0.1,-0.9,-25,-9
COc1ccc2nc(-c3ccccc3)cc(C(=O)OCC(=O)N3CC(C)OC(C)C3)c2c1 (configuration not stated),23,-5,-12,13,-5,-0.2,-2.6,47,-21
C/C=C\C(=O)Nc1cccc(C2=NOC3(C2)C[C@H](C(N)=O)N(C(=O)Cc2ccc([N+](=O)[O-])cc2)C3)c1 (some centres not stated),2,-3,3,18,-5,0.9,-0.2,-3,7
COc1ccc(S(=O)(=O)Nc2cccnc2)c(C)c1C,-7,-4,4,3,-4,0.5,-0.7,-4,-1
COc1ccc(N2CCN(C(=O)c3ccc(SC)cc3OC)CC2)cc1,-3,-13,12,3,0,2.8,1.3,-13,-11
Cc1ccc(OCC(=O)Nc2ccc3oc(=O)ccc3c2)cc1C,3,-12,-2,4,-3,6.5,5.4,26,-4
CCOc1ccc2cc(S(=O)(=O)N3CCOCC3)ccc2c1,-2,-9,2,-3,-6,-1.4,-1.8,7,6
COc1ccc(NC(=O)C2CC(=O)N(C(C)C)C2)cc1 (configuration not stated),-17,-1,12,6,-4,0.1,0.5,-7,0
COc1ccc(S(=O)(=O)N2Cc3ccccc3CC2C(=O)N2CCOCC2)cc1OC (configuration not stated),-11,-9,12,5,-5,-0.7,-0.1,-7,-12
Cc1ccc(N2CCC3CC2c2cc(-c4ccc(C(F)(F)F)cc4)ccc23)cc1 (configuration not stated),23,.,-14,0,-2,.,.,-12,.
CCc1cccc(C)c1NC(=O)CSc1nnc(-c2ccco2)n1N,-17,0,11,11,-1,0.5,-0.1,1,-2
Cc1cc(NC(=O)/C=C/c2ccco2)ccc1NC(=O)c1ccccc1,-3,-14,11,19,-11,1.4,-1.7,-11,-19
CC1CCN(c2ccc(C(=O)Nc3nnc(C4CC4)s3)cc2[N+](=O)[O-])CC1,-9,-8,14,7,-2,0.2,-1.0,5,-8

molecule,CHRM1 antagonist,OXTR potentiator,CHRM1 PAM,TAAR1 ag,M1 ag,V1aR counter,OXTR ag,TAAR1 antagonist,CHO parental Ca
Cc1cc2oc(=O)cc(CN3CCN(S(=O)(=O)/C=C/c4ccccc4)CC3)c2cc1C,1,-15,-1,3,-8,2.7,0.1,4,-19
CCn1c(CNC(=O)c2ccc(OC)c(OC)c2)nnc1SCC(=O)Nc1ccc(OC)cc1,-1,-2,1,1,-6,2.3,-0.2,-6,5
Cc1ccc(-c2csc(-c3cc(C)on3)n2)cc1,-9,-1,19,1,1,-0.3,-2.0,0,-15
O=C(COC(=O)CNS(=O)(=O)c1ccc(Br)cc1Cl)Nc1ccc(N2CCOCC2)cc1,-2,-11,0,7,-3,1.9,0.2,13,6
COc1ccc(/C=C(\C#N)C(=O)Nc2cc(C)c(Cl)cc2OC)cc1O,-15,5,9,1,1,0.5,1.1,-18,-18
O=C(CCNS(=O)(=O)c1cccc2nonc12)NCCc1ccc(Cl)cc1,-7,-12,8,3,-4,0.5,2.2,2,-12
COc1ccc(/C=N/NC(=O)c2ccc(F)cc2)cc1CN1CCc2cc(OC)c(OC)cc2C1C (configuration not stated),3,-11,2,-1,-8,-0.8,-2.5,0,-20
CCC(=O)c1ccc(O)cc1,-13,-6,-9,5,-3,1.2,0.4,-8,6
COc1ccccc1N1CCN(C(=O)C2CCN(S(=O)(=O)c3ccccc3F)CC2)CC1,0,-6,-6,15,-2,3.2,1.8,30,-11
CCCCn1ccnc1C,5,.,0,1,0,.,.,-6,.
NNC(=O)C1COc2cc3ccccc3cc2O1 (configuration not stated),-13,-9,12,0,-2,0.7,5.0,-2,-3
CCOc1ccc(NS(=O)(=O)c2cc(C)c(C)cc2C)cc1,13,1,-3,9,-4,-0.6,-2.2,19,-22
c1coc(-c2cc3nc(NCc4ccc5c(c4)OCO5)ccn3n2)c1,-5,.,6,-1,5,.,.,-7,.

# Source: PubChem BioAssay
